# High-throughput results (PubChem BioAssay)
# GPR35 antagonists: GPR35 antagonists blocking zaprinast-driven arrestin recruitment, primary screen, imaging, U2OS, beta-arrestin-GFP, zaprinast agonist (AID 2058); G-protein coupled receptor 35 (Homo sapiens); U2OS GPR35 beta-arrestin-GFP translocation imaging, zaprinast antagonism; higher % means a stronger effect; one-dose inhibition, % at 10 µM; IC50 in µM for titrated hits; 0.052% of 290,000 active;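 active means inhibition of at least 50% with at least 30 cells and total cytoplasm GFP at most 10,000,000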
# KOR beta-arrestin-1: KOR antagonists, beta-arrestin recruitment, cell-based, luminescence, uHTS (AID 1778); Kappa-type opioid receptor (Homo sapiens); KOR beta-arrestin recruitment, luminescence, antagonist mode; higher % means a stronger effect; inhibition, % at 10 µM, or IC50 in µM where a hit was titrated; 0.091% of 290,000 active; in the data active means inhibition above about 50%; further: strong numbers were not always called active
# KOR beta-arrestin-2: KOR agonists, beta-arrestin recruitment, primary screen, cell-based, luminescence, uHTS (AID 1777); Kappa-type opioid receptor (Homo sapiens); 0.02% of 280,000 active; KOR beta-arrestin recruitment, luminescence; higher % means a stronger effect; one-dose activation, % at 10 µM; EC50 in µM for titrated hits; in the data active means activation above about 50%, passing the limit was not always enough; further: a part of the inactive calls stands beside numbers as strong as those of hits
# NTR1 agonist: agonists of NTR1, primary screen, imaging, U2OS cells, beta-arrestin-GFP, high content (AID 493036); Neurotensin receptor type 1 (Homo sapiens), P30989; NTR1-U2OS beta-arrestin-GFP spot imaging, agonist mode; activation, % at 20 µM; 0.17% of 330,000 active;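 active means activation at or above 40% of the spot to cytoplasm intensity ratio, with at least 20 cells analyzed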;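 further: 0% = DMSO without peptide and 100% = 100 nM NTR1 peptide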
# Target sequence (P30989 whole entry, looked up): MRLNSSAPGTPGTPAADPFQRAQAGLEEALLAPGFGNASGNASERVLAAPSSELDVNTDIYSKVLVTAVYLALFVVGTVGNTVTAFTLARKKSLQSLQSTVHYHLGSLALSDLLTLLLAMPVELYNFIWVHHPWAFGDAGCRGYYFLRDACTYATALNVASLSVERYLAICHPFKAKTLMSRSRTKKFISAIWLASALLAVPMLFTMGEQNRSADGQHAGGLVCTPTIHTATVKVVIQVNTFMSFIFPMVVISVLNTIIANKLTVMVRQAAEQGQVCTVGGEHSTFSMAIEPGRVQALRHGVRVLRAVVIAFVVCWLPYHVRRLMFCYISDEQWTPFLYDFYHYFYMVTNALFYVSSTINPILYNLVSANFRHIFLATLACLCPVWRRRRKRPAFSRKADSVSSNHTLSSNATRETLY
# GPR55 beta-arrestin: GPR55 agonists via beta-arrestin recruitment, primary screen, imaging, U2OS cells, beta-arrestin-GFP redistribution (AID 1961); 0.048% of 290,000 active; U2OS GPR55 beta-arrestin-GFP redistribution imaging; higher % means a stronger effect; G-protein coupled receptor 55 (Homo sapiens); one-dose activation, % at 10 µM; EC50 in µM for titrated hits;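 active means activation above 40% with more than 50 cells counted in the well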;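 further: U2OS osteosarcoma cells stably expressing GPR55 and beta-arrestin-GFP; plate controls were DMSO negative control for no effect and LPI positive control for full effect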
# T cell HTS: modulators of CD8 T cell-vesicle binding, primary screen, mouse 2C CD8+ T cells, flow cytometry. 0.068% of 330,000 active. 2C CD8+ T cell-vesicle binding; hits give low values. calls only at 7 µM;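 active means response, share of CD8 T cells binding vesicles, and their 90th percentile fluorescence all below set limits, cut at about 80% in these data, passing the limit was not always enough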
#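 Material: murine 2C transgenic CD8+ T lymphocytes / Also added: QL9-peptide-loaded Drosophila micro-vesicles bearing Ld, ICAM-1 and B7-1 / Schedule: binding step 1.5 h, 37 °C, antibody labelling 20 min, ice / Signal: flow cytometry, PE anti-B7-1 (FL2) versus Alexa647 anti-CD8 (FL8), PFA-fixed / Evaluation: percent CD8+ FL2 mean versus row control / Benchmarks: naked versus QL9-loaded vesicles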
# PhoP inhibition: inhibitors of PhoP regulon expression, primary screen, Salmonella Typhimurium, GFP reporter (AID 1863). S. Typhimurium PhoP-regulated promoter GFP reporter, 4 h; higher % means a stronger effect. inhibition, % at 50 µM, or IC50 in µM where a hit was titrated. 0.16% of 300,000 active;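 active means inhibition over 29.93%, a cutoff 3 SD above the screen mean, later confirmed by dose response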;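 further: 0% = low Mg2+ inducing control and 100% = high Mg2+ repressing control; strong numbers were not always called active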
# GPR55 LPI antagonism: GPR55 antagonists blocking LPI-driven arrestin recruitment, primary screen, imaging, U2OS, beta-arrestin-GFP, LPI agonist (AID 2013) | G-protein coupled receptor 55 (Homo sapiens) | U2OS GPR55 beta-arrestin-GFP translocation imaging, LPI antagonism; higher % means a stronger effect | inhibition, % at 10 µM; hits with a dose series show IC50 in µM | 0.13% of 290,000 active;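 active means spots per cell inhibited over 60%, with over 100 cells counted and total cytoplasm intensity under 500,000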;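 further: U2OS cells stably carrying GPR55 and arrestin-GFP stimulated by 5 µM LPI near EC80; imaged beta-arrestin-GFP aggregate spots per cell after agonist stimulation; plate controls were LPI-stimulated DMSO wells for no effect and DMSO wells without LPI for full effect; some results filed as inactive read as strong as hits; confirmed hits need IC50 under 10 µM and bright autofluorescent wells are also inconclusive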
# West Nile antiviral: West Nile virus antiviral activity, cell-based, CPE readout (AID 1621). West Nile virus-infected cells, CPE inhibition; higher % means a stronger effect. one-dose CPE inhibition, % at 10 µM; IC50 in µM for titrated hits. 0.02% of 290,000 active; in the data active means a potency from the dose series; further: strong numbers were not always called active
# T cell HTS vesicle-bound %: second read-out of T cell HTS, no call of its own (marks repeat the call); double positive events, %; measured here: CD8+ vesicle-bound cell fraction;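 binding gate set so that unloaded-vesicle control wells show 10% double positive cells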
# NTR1 agonist cell count 20 µM: also measured in NTR1 agonist; calls as there; cell count; measured here: cell count, cytotoxicity flag
# Active calls of the source: *; i = inactive; nt = no result given; [ ] = dose if it differs, or a comment.
SMILES,GPR35 antagonists,KOR beta-arrestin-1,KOR beta-arrestin-2,NTR1 agonist,NTR1 agonist cell count 20 µM,GPR55 beta-arrestin,T cell HTS,T cell HTS vesicle-bound %,PhoP inhibition,GPR55 LPI antagonism,West Nile antiviral
CN(C)C1(CNC(=O)Cc2ccccc2F)CCCCC1,-22%,-3%,0.4%,0.4,74,-0.3%,i,64,-8%,-4%,-0.1%
O=C(O)[C@H]1C[C@@H]1[C@H](NP(=O)(c1ccccc1)c1ccccc1)c1ccccc1,0%,28%,-1.4%,13,74,-0.1%,i,11,5%,13%,-0.5%
Cc1cccc(-n2c(-c3ccco3)nc3ccccc3c2=O)c1C,-3%,8%,-3.4%,-0.2,84,-0.1%,i,45,-2%,4%,-1.1%
COc1cc(OC)cc(C(=O)NC(=S)N2C[C@H]3C[C@H](C2)c2cccc(=O)n2C3)c1,-10%,-34%[20 µM],-3.1%,1.5,96,-0.1%,i,11,7%,-2%,-0.1%
O=C(CN1CC=C(c2ccccc2)CC1)Nc1c(Cl)cccc1Cl,2%,23%,-4.2%,1.2,68,0.2%,i,18,12%,17%,-0.9%
COc1ccc(N2C(=O)/C(=C/C=C/c3ccccc3[N+](=O)[O-])C(=O)NC2=S)cc1,-8%,-57%,0.4%,9.6,32,0.0%,nt,nt,-2%,-15%,0.1%
O=c1c2ccccc2nc(/C=C/c2ccc3c(c2)OCO3)n1-c1cccc(O)c1,16%,12%,5.7%,2.2,46,0.1%,i,46,14%,3%,0.1%
COC(=O)CC1NC2CCCCC2NC1=O (stereo not drawn),3%,24%,-0.9%,1.4,53,0.2%,i,59,-9%,14%,1.3%
CCC1(c2ccccc2)C(=O)N(COC)C(=O)N(COC)C1=O,-4%,30%,-2.7%,2.4,69,0.2%,i,22,-2%,-5%,-0.2%
Cc1cc(C)c(-n2c(O)c(/C=N/NC(=O)c3ccncc3)c(=O)[nH]c2=O)c(C)c1,7%,1%,-2.2%,1.0,68,0.4%,i,34,-16%,-4%,-0.1%
CCC(=NCc1ccc2c(c1)OCO2)c1c(O)n(C)c(=O)n(C)c1=O,4%,-18%,-8.8%,-1.0,91,-0.2%,i,46,-5%,5%,-0.5%
O=C(Nc1ccccc1)N1CCC2(CC1)OCCO2,-15%,29%[20 µM],-1.2%,0.8,91,0.2%,i,44,-7%,-10%,0.5%
CCC(=O)OC1(Cc2ccc(CC)cc2)CC(C)N(C)CC1C (stereo not drawn),11%,19%,1.6%,1.2,43,-0.1%,i,50,-2%,-5%,-0.4%
CCN(CC)CCN/N=C(\C)c1c(O)[nH]c(=O)[nH]c1=O,-7%,8%,-6.5%,-0.6,52,-0.3%,i,58,-5%,-13%,0.3%
CC(=O)N1N=C2C3CCN(CC3)C2C1c1ccc(Br)cc1 (stereo not drawn),-10%,5%,-0.3%,1.7,66,-0.1%,i,46,nt,4%,-0.1%
COc1cccc(O)c1CN1CCCC(C(=O)c2ccccc2SC)C1 (stereo not drawn),6%,-16%,6.8%,0.6,40,-0.3%,i,2,-2%,5%,-1.8%
O=C(NC(C(Cl)Cl)N1CCOCC1)c1ccccc1 (stereo not drawn),-10%,-9%,-13%,-0.3,85,-0.3%,i,42,-2%,7%,-0.1%
CC(C)OP(=O)(OC(C)C)C(NCc1ccccc1)c1ccccc1 (stereo not drawn),-5%,-32%,5.7%,-1.4,55,-0.1%,i,35,-3%,-2%,1.0%
Cc1cccc(OC(=O)N2CCOCC2)c1,-14%,-20%,20%,0.9,40,0.7%,i,42,-10%,-2%,0.5%
CCn1c(O)c(/C=N/NC(=O)c2ccccc2)c(=O)n(CC)c1=S,-18%,-34%,-3.4%,-0.2,46,-0.1%,i,19,-5%,6%,-0.1%
CCCCC(=O)N/N=C/c1c(O)n(CCc2ccc(OC)c(OC)c2)c(=O)[nH]c1=O,6%,14%,-1.0%,-1.1,79,0.4%,i,59,-11%,0%,0.2%
Cc1c(NC(NC(=O)CF)C(Cl)(Cl)Cl)c(=O)n(-c2ccccc2)n1C (stereo not drawn),10%,12%,2.2%,2.2,51,0.1%,i,56,-4%,10%,-0.1%
Cc1ccc(C)c(OCC(=O)N2CCCN(C)CC2)c1,-8%,38%,-4.1%,1.0,62,0.1%,i,35,-14%,-8%,0.1%
Cc1cc(C)c(NC2=NCCCS2)c(C)c1,16%,16%,-3.7%,1.4,50,-0.2%,i,21,3%,10%,0.0%
Cc1nc2cc(C(=O)N3CCC4(CC3)OCCO4)ccc2n1-c1cccc(F)c1,10%,-38%,1.1%,-0.4,49,-0.1%,i,61,-2%,-3%,0.0%

# Random excerpt: 3 compounds from above.
SMILES,GPR35 antagonists,KOR beta-arrestin-1,KOR beta-arrestin-2,NTR1 agonist,NTR1 agonist cell count 20 µM,GPR55 beta-arrestin,T cell HTS,T cell HTS vesicle-bound %,PhoP inhibition,GPR55 LPI antagonism,West Nile antiviral
O=C(NC(C(Cl)Cl)N1CCOCC1)c1ccccc1 (stereo not drawn),-10%,-9%,-13%,-0.3,85,-0.3%,i,42,-2%,7%,-0.1%
CCC1(c2ccccc2)C(=O)N(COC)C(=O)N(COC)C1=O,-4%,30%,-2.7%,2.4,69,0.2%,i,22,-2%,-5%,-0.2%
Cc1c(NC(NC(=O)CF)C(Cl)(Cl)Cl)c(=O)n(-c2ccccc2)n1C (stereo not drawn),10%,12%,2.2%,2.2,51,0.1%,i,56,-4%,10%,-0.1%

# Single records (already shown). Screens in order: GPR35 antagonists, KOR beta-arrestin-1, KOR beta-arrestin-2, NTR1 agonist, NTR1 agonist cell count 20 µM, GPR55 beta-arrestin, T cell HTS, T cell HTS vesicle-bound %, PhoP inhibition, GPR55 LPI antagonism, West Nile antiviral
# Cc1c(NC(NC(=O)CF)C(Cl)(Cl)Cl)c(=O)n(-c2ccccc2)n1C (stereo not drawn) is listed with 10%, 12%, 2.2%, 2.2, 51, 0.1%, i, 56, -4%, 10%, -0.1%
# Cc1cc(C)c(-n2c(O)c(/C=N/NC(=O)c3ccncc3)c(=O)[nH]c2=O)c(C)c1 is listed with 7%, 1%, -2.2%, 1.0, 68, 0.4%, i, 34, -16%, -4%, -0.1%
# Cc1cc(C)c(NC2=NCCCS2)c(C)c1 is listed with 16%, 16%, -3.7%, 1.4, 50, -0.2%, i, 21, 3%, 10%, 0.0%

# The listing continues:
SMILES,GPR35 antagonists,KOR beta-arrestin-1,KOR beta-arrestin-2,NTR1 agonist,NTR1 agonist cell count 20 µM,GPR55 beta-arrestin,T cell HTS,T cell HTS vesicle-bound %,PhoP inhibition,GPR55 LPI antagonism,West Nile antiviral
COc1ccc(-c2cc(C(=O)N3CCC4(CC3)OCCO4)c3ccccc3n2)cc1,2%,-13%,6.8%,1.9,63,-0.1%,i,5,-6%,10%,0.2%
COc1ccc(CN2C(=O)NC(=O)/C(=C/c3ccoc3)C2=O)cc1,11%,-57%,4.6%,3.1,46,0.0%,i,29,-5%,-8%,0.1%
COC(=O)C(O)(c1ccc(N(C)S(=O)(=O)c2ccccc2)cc1)C(F)(F)F (stereo not drawn),1%,34%,-1.1%,-0.4,54,0.2%,i,35,-2%,6%,0.4%
CN(C)P1(N(C)C)=Nc2c(c(N)nn2C)C(c2ccccc2)=N1,4%,-22%,5.2%,1.0,56,0.3%,i,16,-5%,-1%,-0.8%
O=c1[nH]c(O)c(/C=C2/C=CC(c3cc(Cl)ccc3Cl)=N2)c(=O)[nH]1,4%,-45%,4.5%,46*,62*,-0.1%,i,54,-14%,-10%,-0.3%
O=c1[nH]c(=S)n(-c2ccc(Cl)cc2)c(O)c1/C=N/N1CCOCC1,6%,-19%,2.5%,0.2,51,-0.2%,i,41,-13%,14%,-0.3%
Cc1nnc2ccc(N3CCN(C)CC3)nn12,0%,-30%,10%,nt,nt,-0.1%,nt,nt,2%,5%,0.4%
O=C(Cc1ccc(Cl)cc1)NCCN1CCN(C(=O)Cc2ccc(Cl)cc2)CC1,-3%,-44%,7.1%,-0.8,48,-0.1%,i,30,1%,4%,-0.9%
COC(=O)CC1=C(C(=O)OC)C2(C(=O)Nc3c(C)cccc32)C(C#N)=C(N)O1 (stereo not drawn),6%,-37%,2.2%,-0.6,102,0.2%,i,29,8%,14%,-0.8%
CC(C)c1ccc(NC(=O)N2C[C@H]3C[C@@H](C2)c2cccc(=O)n2C3)cc1,-11%,-32%[20 µM],-0.6%,0.6,92,-0.1%,i,24,0%,9%,0.1%
COc1ccccc1-n1c(/C=C/c2ccc(O)cc2)nc2ccccc2c1=O,4%,-33%[20 µM],1.9%,2.8,56,-0.1%,i,47,21%,15%,0.2%
COCCNC(=O)c1c(N)n(Cc2ccco2)c2nc3ccccc3nc12,20%,-8%,0.2%,-0.8,66,-0.1%,i,14,-19%,13%,0.5%
CN1CC2([N+](=O)[O-])CC=C(Cl)C([N+](=O)[O-])(C1)C2 (stereo not drawn),-6%,-23%[20 µM],-1.2%,-0.4,60,-0.1%,i,0,3%,5%,0.5%
COc1ccc(CCNC(=O)c2c(N)n(CCN3CCOCC3)c3nc4ccccc4nc23)cc1,-11%,-38%,1.8%,4.4,47,0.5%,i,5,14%,25%,0.8%
Cc1cc(OCC(=O)N2C[C@H]3C[C@@H](C2)c2cccc(=O)n2C3)c2c(C)cc(=O)oc2c1,11%,5%[20 µM],-1.6%,5.2,78,-0.2%,i,10,3%,-9%,0.9%
CC(=O)Nc1ccccc1OP1(=O)COc2ccccc2OC1,17%,-32%,-4.4%,-0.1,77,-0.1%,i,30,-14%,-2%,0.3%
CC(=O)N1CC(=O)Nc2ccc(Br)cc2C1c1ccc(F)cc1 (stereo not drawn),-3%,-18%,0.7%,-0.8,49,0.4%,i,32,2%,-1%,-0.6%
CN(C)C(=O)Oc1ccc2c(c1)O/C(=C\c1ccc(Cl)cc1)C2=O,-4%,-15%,-3.8%,0.7,91,0.0%,i,53,4%,-7%,-0.5%
O=c1[nH]c(O)c(C=Nc2ccccc2Sc2ccccc2)c(=O)[nH]1,-2%,-8%,1.3%,-0.5,53,1.2%,i,54,-3%,-13%,0.0%
Cc1ccc(N(C)C(=O)Oc2ccc(C(=O)c3ccc(Cl)cc3)cc2)cc1,5%,14%,-1.4%,1.2,27,0.3%,i,22,17%,27%,0.5%

# These rows are one share of the data; rates above refer to the full screens.
